Bioassay records from PubChem.
uPA surface inh – cell surface uPA generation inhibition | cell surface uPA generation assay, qHTS | Potency, µM (titrated, usually from 38.3 µM), for the others: at the highest dose activity change, negative = inhibition, usual class: inhibitors | 330,000 tested, 0.31% active | AID 540303; active = well fitted inhibition curve with a large enough effect; inconclusive = small, poorly fitted or top-dose-only effect; inactive = no such curve, though single readings can be large or run the other way; tested in mouse RAW 264.7 cells; note: potency is the fitted concentration of half-maximal effect; nearly all actives have a fitted effect of over 55% in size
PKM2 act – increases activity of human pyruvate kinase M2. Potency, µM (series often up to 57.5 µM), for inactives: at the highest dose activation, usual class: activators. purified PKM2, Kinase-Glo ATP luminescence, activation; response scale: 0% is enzyme alone, no compound. AID 1631. 260,000 tested, 0.34% active; active = well fitted activation curve with a large enough effect; inconclusive = small, poorly fitted or top-dose-only effect; inactive = no such curve, though single readings can be large or run the other way; note: potency is the fitted concentration of half-maximal effect; nearly all actives have a fitted effect of over 55% in size
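Kinase-Glo luminescence reports ATP generated from ADP (0.1 mM) and PEP (0.5 mM) by purified hPK-M2 after 1 h at room temperature, pH 7.2 imidazole buffer; intermediate enzyme activity allows detecting inhibitors and activators.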
KCNH2 3.1 inh – KCNH2 3.1 (human) potassium channel inhibition; 340,000 tested, 0.95% active; AID 720553; activity change, % (tested at about 1.8 µM); U2OS KCNH2 3.1, thallium flux FluxOr; stronger effect = lower value;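 active = maximum activity change below -70%; inconclusive = maximum activity change from -70% to -50%; inactive = maximum activity change above -50%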;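 note: thallium influx rate constant from kinetic fluorescence after stimulation buffer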
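Thallium flux via FluxOr fluorescence (Red40 quencher, 45 min loading) in U2OS cells virally expressing the KCNH2 3.1 isoform (1.77 x 10^8 /mL virus, overnight at 37 C). Rate constants from 2-min kinetic reads post-stimulation, normalised to positive and negative controls.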
hERG WT inh – KCNH2 (human, wildtype) channel inhibition; Q12809; activity change, % at 1.84 µM; U2OS, BacMam KCNH2, thallium flux FluxOr; stronger effect = lower value; 340,000 tested, 0.37% active;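 active = maximum activity change below -70%; inconclusive = maximum activity change between -70% and -50%; inactive = maximum activity change above -50%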
Target sequence (Q12809 whole entry, looked up): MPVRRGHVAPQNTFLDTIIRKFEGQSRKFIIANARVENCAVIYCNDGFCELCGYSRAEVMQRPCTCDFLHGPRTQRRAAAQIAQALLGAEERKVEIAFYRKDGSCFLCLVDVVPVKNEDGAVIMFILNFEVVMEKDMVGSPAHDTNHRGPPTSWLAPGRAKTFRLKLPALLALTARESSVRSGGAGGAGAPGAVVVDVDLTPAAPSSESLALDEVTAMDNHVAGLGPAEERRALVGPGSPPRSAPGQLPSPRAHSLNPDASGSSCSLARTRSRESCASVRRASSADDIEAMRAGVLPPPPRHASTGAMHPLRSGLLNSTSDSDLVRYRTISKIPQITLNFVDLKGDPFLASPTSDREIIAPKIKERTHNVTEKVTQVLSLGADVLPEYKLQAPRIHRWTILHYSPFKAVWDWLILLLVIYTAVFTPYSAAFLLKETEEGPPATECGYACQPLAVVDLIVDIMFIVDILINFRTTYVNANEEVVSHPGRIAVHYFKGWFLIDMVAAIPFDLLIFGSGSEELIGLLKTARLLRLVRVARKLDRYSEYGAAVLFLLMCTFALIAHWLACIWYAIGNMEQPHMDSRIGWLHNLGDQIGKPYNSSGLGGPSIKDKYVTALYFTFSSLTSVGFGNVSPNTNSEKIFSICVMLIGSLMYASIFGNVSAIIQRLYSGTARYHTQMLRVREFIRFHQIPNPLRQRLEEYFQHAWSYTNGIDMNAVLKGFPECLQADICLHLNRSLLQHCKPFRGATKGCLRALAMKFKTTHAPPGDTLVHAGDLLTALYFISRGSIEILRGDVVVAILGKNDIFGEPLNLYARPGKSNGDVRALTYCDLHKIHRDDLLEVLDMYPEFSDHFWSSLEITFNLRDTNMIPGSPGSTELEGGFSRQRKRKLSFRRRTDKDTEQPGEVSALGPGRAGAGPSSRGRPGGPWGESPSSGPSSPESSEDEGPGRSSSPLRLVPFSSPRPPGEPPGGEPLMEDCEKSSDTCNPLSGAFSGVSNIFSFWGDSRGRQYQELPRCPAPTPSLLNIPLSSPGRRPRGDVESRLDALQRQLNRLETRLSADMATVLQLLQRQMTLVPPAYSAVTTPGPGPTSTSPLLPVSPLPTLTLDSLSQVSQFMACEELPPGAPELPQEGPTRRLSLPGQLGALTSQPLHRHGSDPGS
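U2OS cells transduced with wild-type KCNH2 virus are loaded with FluxOr dye for 45 min, and thallium flux is measured in kinetic reads before and after stimulation buffer. Rate constants are normalized to DMSO controls.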
Coupling enz – counter-screen for Giardia aldolase inhibitors: coupling enzyme system | activity change, negative = inhibition, % at 58.2 µM, hits read low | 290,000 tested, 0.67% active | coupling enzyme system counterscreen, AmpLite Red fluorescence; in the data active = activity change below about -30%
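Counterscreen lacking aldolase: glyceraldehyde-3-phosphate coupling-enzyme reagent preincubated 10 min at RT with compound (at 57.5 uM final), then substrate/coupling system with AmpLite Red added; fluorescence read at 525/598 nm after 20 min RT.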
Giardia kill – kills Giardia lamblia; 340,000 tested, 0.15% active; activity change, % at 7.66 µM, hits read low; Giardia lamblia trophozoite viability; in the data active = activity change below about -80%; inconclusive = between about -30% and that limit;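 note: parasites exposed to compound for two days anaerobically before the ATP read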
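Media and compound were dispensed first, then trophozoites at 100 cells/well; plates sat 48 hrs at 37 deg C without oxygen before ATP luminescence reagent was added and read after 15-30 min at room temperature.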
* marks the source's active call; other numbers are inactive results; u = inconclusive; x = no result given; [ ] = dose if it differs, or a comment. % is set by controls: 0 for no effect and ±100 for the full control effect. An excerpt; the hit share may differ from the screen's.

The first 3 compounds, to show the layout:
smiles	uPA surface inh	PKM2 act	KCNH2 3.1 inh	hERG WT inh	Coupling enz	Giardia kill
COC(=O)C1=C(C)N(CCc2cc(OC)c(OC)c(OC)c2)C(=O)N[C@H]1c1ccccc1	2.1%	-8.3%[11.5 µM]	x	x	1.6	4.9
COC(=O)[C@@]1(Cc2ccc(OC)cc2)[C@H]2c3cc(C(=O)N4CCCC4)n(Cc4c(CO)[nH]cc(C)c4=O)c3C[C@H]2CN1C(=O)c1ccccc1	18.2%	-0.7%	x	x	3.3	4.0
CCN1C(=O)N[C@@H](CCc2ccccc2)C(C(=O)OC)=C1C	17.8%	-7.5%[11.5 µM]	x	x	-0.4	-27.2

Main list, from the first entry:
smiles	uPA surface inh	PKM2 act	KCNH2 3.1 inh	hERG WT inh	Coupling enz	Giardia kill
COC(=O)C1=C(C)N(CCc2cc(OC)c(OC)c(OC)c2)C(=O)N[C@H]1c1ccccc1	2.1%	-8.3%[11.5 µM]	x	x	1.6	4.9
COC(=O)[C@@]1(Cc2ccc(OC)cc2)[C@H]2c3cc(C(=O)N4CCCC4)n(Cc4c(CO)[nH]cc(C)c4=O)c3C[C@H]2CN1C(=O)c1ccccc1	18.2%	-0.7%	x	x	3.3	4.0
CCN1C(=O)N[C@@H](CCc2ccccc2)C(C(=O)OC)=C1C	17.8%	-7.5%[11.5 µM]	x	x	-0.4	-27.2
O=C(Cn1ncc2ccccc2c1=O)Nc1cccc(C(F)(F)F)c1	x	x	5.5	6.4	x	x
COc1cccc(NC(=O)N(C)C[C@@H]2OCc3cn(nn3)CCCC(=O)N([C@H](C)CO)C[C@H]2C)c1	x	x	-5.3	-2.2	x	x
O=C(NCc1cccs1)c1ccc(CS(=O)Cc2ccc(Cl)cc2)o1 (centres undefined)	x	x	7.1	6.1	x	x
CSc1ccc(/C=C/C(=O)OCC(=O)NC2CCCCCC2)cc1	x	x	15.7	-6.0	x	x
C[C@H](CO)N1C[C@H](C)[C@@H](CN(C)S(=O)(=O)c2ccc(Oc3ccccc3)nc2)OCc2cnnn2CCCC1=O	x	x	11.0	-4.8	x	x
O=C1CCCCC1C1(O)C(=O)Nc2ccccc21 (centres undefined)	x	x	-0.5	3.7	x	x
Cc1ccccc1-c1ccc2c(c1)O[C@H](CN(C)C(=O)C1CC1)[C@@H](C)CN([C@@H](C)CO)S2(=O)=O	x	x	12.0	-13.4	x	x
COc1ccc(S(=O)(=O)N(C)[C@H]2C[C@H]3c4cc(N5CCN(C)CC5)ccc4CCN3C(=O)[C@H]2[C@H](C)O)cc1	x	x	6.4	6.7	x	x
COc1ccccc1N1CCN(C(=O)CN(C)S(=O)(=O)c2ccc(C)cc2)CC1	x	x	6.9	-4.5	x	x
COc1ccc(C2=NN(C(=O)c3ccco3)C(c3cccs3)C2)cc1OC (centres undefined)	x	x	-1.2	10.2	x	x
CC1(C)CC(=O)C=C(c2ccc(-c3ccccc3)cc2)C1=O	x	x	-16.3	5.8	x	x
COc1cccc(C(=O)O)c1OS(=O)(=O)c1ccc(C)cc1	x	x	21.8	1.3	x	x
Cc1ccc2c(=O)n3c(nc2c1)C(Cc1ccc(O)cc1)NC(=O)c1cccnc1-3 (centres undefined)	x	x	-2.2	1.9	x	x
Cc1cccc(C)c1NC(=O)CN1CCN(C(=O)c2cc(C3CC3)nn2-c2ccccc2)CC1	x	x	u	1.3	x	x
COc1ccccc1-c1nnc(NC(=O)C2CCCN2S(=O)(=O)c2cccs2)o1 (centres undefined)	x	x	-8.1	-0.2	x	x
COc1cccc(C(=Cc2ccc([N+](=O)[O-])cc2)C(=O)O)c1	x	x	9.4	1.1	x	x
Cc1cc(C(=O)Nc2cccc3ccccc23)oc1C	x	x	0.1	-14.8	x	x

More entries follow.
smiles	uPA surface inh	PKM2 act	KCNH2 3.1 inh	hERG WT inh	Coupling enz	Giardia kill
CC1=C(O)C(=O)C(c2c(C)cc(C)c(Br)c2C)=C(O)C1=O	x	x	-9.6	-8.5	x	x
COc1ccc([C@H]2C[C@@H](O)[C@H](n3cc(C4CC4)nn3)CN2C(=O)c2cccs2)cc1	x	x	0.3	2.6	x	x
O=C(O)c1c[nH]n2c(=S)ncnc12	x	x	-14.7	-4.5	x	x
C[C@H](CO)N1C[C@H](C)[C@H](CN(C)C(=O)c2ccccc2)OCc2cnnn2CCCC1=O	x	x	-9.1	10.4	x	x
COc1ccc(NC(=O)Nc2ccc3c(c2)C(=O)N([C@H](C)CO)C[C@H](C)[C@H](CN(C)Cc2ccc(C(=O)O)cc2)OCCCC[C@@H](C)O3)cc1	x	x	-3.8	15.7	x	x
CCN(CC)C(=O)C1=C(C)N(Cc2ccccc2)C(=O)C(CC(=O)NCc2cccs2)C1 (centres undefined)	x	x	0.8	-10.0	x	x
O=C(OCc1cn([C@@H]2C[C@H](c3ccccc3)N(C(=O)c3cccs3)C[C@H]2O)nn1)c1ccccc1	x	x	-3.0	5.4	x	x
Cc1cc(CNC[C@H]2O[C@@H](n3cnc4c(N)ncnc43)[C@H](O)[C@@H]2O)no1	x	x	15.1	-4.9	x	x
COc1ccccc1C1SCCN1S(=O)(=O)c1ccccc1 (centres undefined)	x	x	4.0	0.5	x	x
CCN(CC)c1ccc(C(NC(=O)C(C)C)c2ccc3cccnc3c2O)cc1 (centres undefined)	x	x	8.4	-4.0	x	x
COc1ccc(C)cc1NC(=O)Cc1csc(NC(=O)Nc2ccccc2OC)n1	x	x	12.0	11.1	x	x
C[C@@H]1CN([C@H](C)CO)C(=O)c2cc(C#Cc3ccccc3F)cnc2O[C@@H]1CN(C)S(=O)(=O)c1ccccc1F	x	x	0.8	1.3	x	x
Cc1cc(Cl)c2oc(C(=O)N3CCN(c4cnccn4)CC3)c(C)c2c1	x	x	-18.1	0.4	x	x
O=C(COc1ccc(S(=O)(=O)N2CCOCC2)cc1)NCCc1ccc(Cl)cc1	x	x	-33.5	2.9	x	x
C[C@@H]1CN([C@H](C)CO)C(=O)CCCn2cc(nn2)CO[C@H]1CN(C)C(=O)Nc1ccc2c(c1)OCCO2	x	x	19.6	-27.0	x	x
CC(C)N1C(=O)C(=O)N(CC(=O)N2c3ccccc3CC2C)C1=O (centres undefined)	x	x	3.0	11.4	x	x
C[C@@H]1CN([C@H](C)CO)C(=O)CCCn2nncc2CO[C@H]1CN(C)S(=O)(=O)c1ccc(Oc2ccccc2)cc1	x	x	-22.3	4.0	x	x
CCCCOCCOC(=O)C1OC1(C)c1ccccc1 (centres undefined)	x	x	-4.4	-1.8	x	x
Cc1onc(-c2ccccc2)c1C(=O)OCC(=O)N1CCCCC1	x	x	-7.9	-4.3	x	x
Nc1ccc2c(Cl)cc(Cl)cc2c1	x	x	4.2	-4.3	x	x

Single records, as listed above. Values in the order: uPA surface inh | PKM2 act | KCNH2 3.1 inh | hERG WT inh | Coupling enz | Giardia kill
`COc1ccc(C)cc1NC(=O)Cc1csc(NC(=O)Nc2ccccc2OC)n1` in the list: x | x | 12.0 | 11.1 | x | x
`C[C@H](CO)N1C[C@H](C)[C@H](CN(C)C(=O)c2ccccc2)OCc2cnnn2CCCC1=O` in the list: x | x | -9.1 | 10.4 | x | x

(listing goes on)
smiles	uPA surface inh	PKM2 act	KCNH2 3.1 inh	hERG WT inh	Coupling enz	Giardia kill
Cc1ccc(C(=O)Nc2nc(-c3ccc4c(c3)OCCO4)cs2)o1	x	x	2.5	20.9	x	x
COc1ccccc1C(=O)NCC(=O)OCc1nnc(-c2ccccc2)o1	x	x	6.0	1.7	x	x
CCCCOC(=O)c1ccc(NC(=O)COC(=O)C2CC2C)cc1 (centres undefined)	x	x	-1.9	1.0	x	x
CN(C)CCN(C(=O)c1ccc2ccccc2c1)c1nc2cc3c(cc2s1)OCO3	x	x	16.4	-6.8	x	x
COC(=O)[C@H]1C[C@H](OC(=O)NC2CCCC2)[C@@]2(O)CN(S(=O)(=O)c3ccc(C)cc3)CC2[C@H]1C(=O)OC (some centres undefined)	x	x	3.3	-1.2	x	x
Cc1cc(S(=O)(=O)Nc2ncnc3sccc23)ccc1F	x	x	-6.1	16.9	x	x
CCCc1ccc(S(=O)(=O)N2CCN(C(=O)c3cc(C)on3)CC2)cc1	x	x	3.1	5.0	x	x
CN1CCN(C(=O)c2ccc(S(=O)(=O)N(C)c3ccccc3)cc2)CC1	x	x	11.8	-3.6	x	x
Cc1ccc(NC(=O)CN(C)C(=O)COc2ccc(Br)cc2)cc1	x	x	-7.7	-7.2	x	x
C[C@@H]1CN([C@H](C)CO)S(=O)(=O)c2ccc(C#Cc3ccccc3)cc2O[C@H]1CN(C)C(=O)Nc1ccc2c(c1)OCO2	x	x	-9.2	-18.8	x	x
CC(C)c1nc(CNC(=O)CC2C(=O)NCCN2Cc2ccccc2)cs1 (centres undefined)	x	x	3.4	7.5	x	x
COc1ccc(S(=O)(=O)N2CCCCC2)cc1NC(=O)C1CC1(Cl)Cl (centres undefined)	x	x	-2.0	-0.3	x	x
CCC[C@H]1CN(c2ccccc2)C(=O)[C@@H]1CC(=O)Nc1ccccc1	x	x	-2.8	-4.3	x	x
CCOC(=O)c1ccc(NC(=O)c2nc[nH]c2C(=O)NC[C@H](C)O)cc1	x	x	-20.0	-16.4	x	x
Cc1onc(-c2ccccc2Cl)c1C(=O)O/N=C(\N)c1cccc([N+](=O)[O-])c1	x	x	-15.3	6.7	x	x
Cn1ccn(CCCCCCn2ccn(C)c2=S)c1=S	x	x	-0.9	-6.8	x	x
CCOc1ccc(S(=O)(=O)Nc2cccc(C(=O)N3CCN(c4ccccn4)CC3)c2)cc1	x	x	-8.1	-11.2	x	x
COc1ccc(N2CCN(CC(=O)Nc3c(C)cccc3C)CC2)cc1	x	x	10.7	2.2	x	x
CCC(C(N)=O)N1C(=O)C2C3CCC(C3)C2C1=O (centres undefined)	x	x	3.8	20.7	x	x
CCOC(=O)c1cc(C)nnc1C(=O)OCC	x	x	u	-14.3	x	x

The list continues.
smiles	uPA surface inh	PKM2 act	KCNH2 3.1 inh	hERG WT inh	Coupling enz	Giardia kill
C[C@H]1CN([C@@H](C)CO)S(=O)(=O)c2ccc(Br)cc2O[C@H]1CN(C)S(=O)(=O)c1ccccc1F	x	x	9.9	1.3	x	x
COc1ccc([N+](=O)[O-])cc1NC(=O)COC(=O)C12CC3CC(CC(O)(C3)C1)C2	x	x	-9.6	-18.0	x	x
Cc1cc(S(=O)(=O)NC[C@H]2O[C@@H](n3ccc(N)nc3=O)[C@H](O)[C@@H]2O)c(C)s1	x	x	6.6	-4.2	x	x
O=C(NN=Cc1c[nH]c2ccccc12)NN=Cc1c[nH]c2ccccc12	x	x	0.9	0.1	x	x
CC1C(=O)N(Cc2cn(Cc3ccco3)nn2)CCS(=O)(=O)N1Cc1ccc(-c2ccc(Cl)c(Cl)c2)cc1 (centres undefined)	x	x	-23.1	-3.6	x	x
CN(C1=NS(=O)(=O)N=C(N(C)c2ccccc2)O1)c1ccccc1	x	x	8.0	-9.1	x	x
Clc1ccccc1NN=Cc1ccccn1	x	x	-10.7	5.6	x	x
N#CCC(=O)Nc1ccc(C(=O)Nc2cccc(S(=O)(=O)N3CCCC3)c2)cc1	x	x	-0.6	-0.5	x	x
COc1ccc(NC(=O)N(C)C[C@H]2Oc3cc(Br)ccc3S(=O)(=O)N([C@H](C)CO)C[C@@H]2C)cc1	x	x	12.2	-13.0	x	x
COc1cc(/C=N/N2CCN(Cc3ccccc3)CC2)cc(OC)c1OC	x	x	3.4	3.8	x	x
